Screening data: PubChem, several laboratories
E coli growth – E. coli V3065 growth inhibition, primary screen, counter-screen for AddAB inhibitor project, absorbance, OD600; 18 h; inhibition, % at 11.9 µM; hit rate 0.27% among 330,000;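 active = inhibition above the campaign's mean inhibition across all tested compounds plus 3 SD, cut at about 9.9% in these data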;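 note: uninfected addAB+ strain grown without phage in ampicillin broth; 0% = DMSO wells and 100% = ciprofloxacin 0.95 µg/ml wells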
Wnt bcat act – Wnt/beta-catenin pathway activators, primary screen, cell-based, plate reader, single point; AID 743398, 2014; Wnt/beta-catenin reporter cell assay, activator; hit rate 1.2% among 300,000; activation, % at 9.35 µM; in the data active = activation above about 30%, passing the limit was not always enough;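 note: 0% = neutral control wells and 100% = positive control wells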
AddAB inh – growth inhibition of E. coli expressing H. pylori AddAB, primary screen, AddAB inhibitor project, absorbance | inhibition, % at 11.9 µM | hit rate 0.29% among 330,000; in the data active = inhibition above about 12%;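 note: 0% = vehicle wells of infected cells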
phage Ecoli inh – growth loss of phage-infected E. coli, primary screen, RecBCD inhibitor project, absorbance, with phage, HTS; inhibition, % at 11.9 µM; hit rate 0.26% among 360,000; AID 651602, 2012; in the data active = inhibition above about 11%
Tat export inh – E. coli Tat export inhibitors, primary screen, MC4100, TorA-mCherry reporter, fluorescence, single point. inhibition, % at 10 µM. hit rate 0.036% among 340,000;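 active = mean replicate inhibition at least 50% and at least half of replicates individually reaching 50%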;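 note: exported cargo escapes ClpAP degradation while cytoplasmic cargo is degraded and loses fluorescence; 0% = median of neutral control wells and 100% = median of NaSCN control wells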
SR-BI uptake up – activators of SR-BI mediated DiI-HDL uptake, primary screen, ldlA[mSR-BI] CHO cells, DiI fluorescence; 3 h; 100 = double the neutral-control signal; activation, % at 12.5 µM; hit rate 0.096% among 320,000;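 active = mean replicate activation of at least 60% and every replicate at or above 60%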;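 note: 0% = median plate neutral-control signal and 100% = twice that signal; values of inactives mirror those of a sister screen read the other way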
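Assay system: LDL receptor-deficient CHO ldlA cells overexpressing murine SR-BI / Medium: BSA-supplemented, HEPES-buffered Ham's F12, pH 7.4 / Probe or stimulus: DiI-labelled HDL at 10 µg/mL final / Timing: compound with DiI-HDL co-incubation, 3 h at 37 °C / Technique: bottom-read cell fluorescence after medium removal, ex 550/em 595 nm / Measure: HDL uptake via cellular fluorescence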
CAL PDZ FP-1 – untagged CAL PDZ binding inhibitors, primary screen, biochemical, fluorescence polarization, HTS. purified CAL PDZ, TMR-peptide fluorescence polarization, 1 h. hit rate 0.92% among 300,000. inhibition, % at 24.9 µM. Golgi-associated PDZ and coiled-coil motif-containing protein (Homo sapiens), Q9HD26. AID 602252, 2012;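 active = mean inhibition of at least 30% with at least half of replicates also reaching 30%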;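 note: 0% = DMSO neutral control and 100% = excess unlabeled competitor peptide PRC23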
SR-BI DiI inh – inhibitors of SR-BI mediated HDL lipid uptake, primary screen, ldlA[mSR-BI] cells, fluorescence, single point. ldlA[mSR-BI] CHO cells, DiI-HDL uptake fluorescence, 3 h. Scavenger receptor class B member 1 (Mus musculus), Q61009. inhibition, % at 12.5 µM. hit rate 0.96% among 320,000. AID 488896, 2010;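 active = mean replicate inhibition of at least 70% and a set share of replicates each scoring 70 or more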;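 note: 0% = median of neutral control wells and 100% = median of positive control wells; values of inactives mirror those of a sister screen read the other way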
Target sequence (Q61009 whole entry, looked up): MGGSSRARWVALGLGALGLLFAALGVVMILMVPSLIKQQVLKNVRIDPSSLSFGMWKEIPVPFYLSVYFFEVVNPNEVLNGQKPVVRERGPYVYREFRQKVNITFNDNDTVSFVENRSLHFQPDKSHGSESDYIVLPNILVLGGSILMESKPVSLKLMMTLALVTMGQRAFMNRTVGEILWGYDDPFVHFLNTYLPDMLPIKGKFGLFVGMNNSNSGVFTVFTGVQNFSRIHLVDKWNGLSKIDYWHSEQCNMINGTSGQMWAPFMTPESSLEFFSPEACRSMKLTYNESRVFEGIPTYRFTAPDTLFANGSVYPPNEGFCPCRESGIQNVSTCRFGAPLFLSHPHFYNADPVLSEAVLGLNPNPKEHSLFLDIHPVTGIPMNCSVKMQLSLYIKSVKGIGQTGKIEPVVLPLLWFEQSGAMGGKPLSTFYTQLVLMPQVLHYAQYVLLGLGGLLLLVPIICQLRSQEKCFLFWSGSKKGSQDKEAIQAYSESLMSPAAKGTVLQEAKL
CAL PDZ FP-2 – CAL PDZ peptide-binding inhibitors, primary screen, biochemical, fluorescence polarization, Cer-tagged CAL PDZ, HTS; hit rate 0.02% among 330,000; inhibition, % at 20 µM; purified CAL PDZ, TMR-peptide fluorescence polarization, 1 h; AID 504414, 2011;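 active = highest replicate inhibition of at least 40%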;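 note: plate controls were DMSO neutral control wells for no effect and unlabeled competitor peptide control wells for full effect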
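Test system: tagged CAL PDZ domain / Buffer or medium: sodium phosphate/NaCl buffer pH 7.4 with TCEP, IgG, Thesit / Reagent: TMR-labelled reporter peptide T*-PRC34 bound in PDZ groove / Compound dosing: single point, 20 µM / Schedule: 1 h incubation at room temperature before polarization reading / Technique: fluorescence polarization (mP) / Benchmarks: unlabelled peptide, DMSO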
MITF TRPM1 HTS – activators of MITF-driven TRPM1 promoter reporter, primary screen, cell-based, SK-MEL-5, luciferase, single point | SK-MEL-5 TRPM1-promoter luciferase, 24 h; % of positive control, neutral wells = 0 | activation, % at 12.5 µM | hit rate 0.75% among 300,000;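 active = mean activation of at least 80% with every replicate also reaching 80%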;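 note: 0% = neutral control wells and 100% = parthenolide positive control wells; values of inactives mirror those of a sister screen read the other way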
Numbers without * were called inactive; · = no result given.

SMILES	E coli growth	Wnt bcat act	AddAB inh	phage Ecoli inh	Tat export inh	SR-BI uptake up	CAL PDZ FP-1	SR-BI DiI inh	CAL PDZ FP-2	MITF TRPM1 HTS
COc1ccc(C(=O)NCC(=O)NCC(=O)OCC(=O)c2ccc(C)cc2)cc1	0.9	0	0.2	2.3	3	4	-4	-4	0.2	3
CCCCN([C@H](CO)C(C)C)S(=O)(=O)c1ccccc1Br	2.9	-1	-1.4	2.5	25	-7	-2	7	-0.2	2
COC(=O)C(C)n1cnc2c(cnn2-c2ccc(Cl)cc2)c1=O (centres undefined)	3.2	·	0.7	1.8	-4	·	-1	·	-1.9	48
Cc1cc(C(=O)CN2C(=O)C(=O)N(Cc3ccco3)C2=O)c(C)n1CCc1ccc(F)cc1	-0.9	-3	0.8	1.2	5	-52	-3	52	-1.1	-4
Cc1cc(C)c2cc(C=O)c(Cl)nc2c1	2.1	·	1.6	1.9	-2	10	0	-10	-1.1	-34
O=C1C(Cc2ccccc2)C(c2ccccc2)N1c1ccccc1 (centres undefined)	-0.9	·	0.8	1.4	1	-30	3	30	-5.5	-3
Cc1ccc(NS(=O)(=O)c2cccc(C(=O)NCC3CCCO3)c2)cc1 (centres undefined)	1.6	-3	1.7	4.5	-11	8	-4	-8	-2.9	-7
Cc1onc(NC(=O)CSCC(=O)O)c1Br	1.8	1	1.0	1.9	·	·	·	·	·	·
COc1ccc(NC(=O)N(Cc2ccc(C)cc2)Cc2cccnc2)c(OC)c1	1.2	1	1.3	1.0	1	-11	·	11	-0.4	6
O=C(OCC(=O)N1CCCCCC1)c1cnc(Cl)c(Cl)c1	-0.5	-2	-0.9	1.1	0	23	2	-23	0.4	-4
O=C(CCl)Nc1ccccc1C(=O)NCc1ccccc1	-0.1	0	0.6	1.6	1	21	6	-21	-3.7	-27
COc1ccc(CNC(=S)Nc2ccc3nc(N4CCN(C)CC4)cc(C)c3c2)cc1	-1.6	-3	-0.2	1.2	7	-6	0	6	0.0	12
Cc1cc(S(=O)(=O)N2CCCCC2)ccc1OCC(=O)Nc1ccccc1	5.6	0	5.9	2.1	-2	-12	-2	12	-2.3	-4
CC(C)[C@H](NC(=O)N1CC(=O)Nc2ccccc21)C(=O)N[C@H](C(=O)O)c1ccccc1	-0.6	-1	2.1	0.2	1	5	3	-5	0.1	3
CCOC(=O)c1c(NC(=O)CSc2nnnn2-c2ccc3c(c2)OCCO3)sc(C)c1C	0.7	·	-1.7	1.8	3	-5	-2	5	-2.3	4
COc1ccc(NC(=O)C2CCCN2C(=O)NCc2ccccc2)cc1OC (centres undefined)	-1.9	-2	3.4	3.2	3	10	1	-10	-0.9	-1
O=C(COC(=O)Cn1cc(C(F)(F)F)ccc1=O)Nc1ccccc1	-0.7	0	0.1	2.0	8	29	-1	-30	-0.6	-2
COc1cc(/C=C2/SC(=S)N(CC(=O)Nc3cccnc3)C2=O)cc(OC)c1OC	0.6	-2	0.8	1.8	2	-45	-2	45	-2.4	10
O=C(O)c1ccc(NN=CC2=C(N3CCOCC3)/C(=C/c3ccccc3)CC2)cc1	·	-3	·	0.9	15	13	-3	-13	-1.0	10
CCCCn1c(O)c(/C=C/C=C/C=Nc2ccccc2)sc1=S	1.2	0	-1.3	2.3	-3	1	-3	-1	-2.4	-1
COc1ccc(-c2cc3cc(F)ccc3cn2)cc1	0.5	43*	3.0	3.5	-9	-34	0	34	-0.1	67
Cc1nc(-c2ccc3c(c2)OCO3)cs1	1.4	10	3.1	1.5	-2	14	-3	-14	-0.4	·
C#Cc1ccc([C@H]2C=C(C(=O)OCC=C)O[C@@H](OCc3ccc(CO)cc3)C2)cc1	-2.1	-3	1.1	2.5	0	14	-1	-14	-0.5	-6
Cc1ccccc1-n1c(SC(C)C(=O)NCC2CCCO2)nnc1-c1ccncc1 (centres undefined)	·	5	·	1.6	-6	24	·	-24	-0.2	1
Cc1ccc(N(CC(=O)NC2CCCC2)C(=O)Cn2nnc(-c3ccccc3F)n2)cc1	0.4	-1	0.3	-2.1	2	·	0	·	-2.8	-13
(list continues)
SMILES	E coli growth	Wnt bcat act	AddAB inh	phage Ecoli inh	Tat export inh	SR-BI uptake up	CAL PDZ FP-1	SR-BI DiI inh	CAL PDZ FP-2	MITF TRPM1 HTS
CCC(C(=O)Nc1cc(F)ccc1F)n1nc(C)c2c(C)n(-c3ccc(C)cc3)nc2c1=O (centres undefined)	-2.6	2	0.7	2.8	9	-61	-2	61	-0.9	-18
COc1ccc(NC(=O)C(C)N2c3cccc4cccc(c34)S2(=O)=O)c(OC)c1 (centres undefined)	-0.8	-3	2.0	-4.1	-2	2	63*	-2	-0.1	-8
CC(C)(CNC(=O)c1cc2c(s1)CCCC2)N1CCOCC1	1.8	1	2.1	1.5	4	-2	·	2	-0.2	-2
COc1cccc(-n2c(Cc3cc(=O)[nH]c(=O)[nH]3)nnc2SC(C)C)c1	-3.0	-4	1.9	0.6	-11	1	-2	-1	-0.4	1
COc1ccc(C(CNC(=O)Nc2cccc(C)c2)N2CCN(C)CC2)cc1 (centres undefined)	-2.3	0	1.6	1.3	0	4	·	-4	-0.7	1
O=C(CNc1ccccc1)N/N=C/c1c[nH]c2ccccc12	0.1	-2	1.6	4.8	-6	7	-4	-7	-2.0	-16
CC1CCN(CCCNS(=O)(=O)c2ccc3c(c2)CCN3C(=O)C2CC2)CC1	-0.8	0	0.1	-0.5	5	4	-3	-4	-2.2	-5
COc1ccc(CCNS(=O)(=O)c2ccc(S(=O)(=O)N3CCCC3)cc2)cc1OC	1.5	-2	1.3	2.8	-2	-29	7	29	-3.4	1
COc1ccc(-c2nnnn2C(C)C)cc1S(=O)(=O)Nc1ccccc1	2.4	1	1.1	1.5	2	6	0	-6	-2.3	-8
Cc1ccc(C(=O)C(c2ccccc2)N2Cc3ccccc3C2=N)cc1 (centres undefined)	-0.9	·	3.2	·	14	-26	-1	26	-0.1	0
CCCOc1ccc(N2C(=O)CC(N(CCc3ccc(OC)cc3)C(=O)/C=C/C(=O)O)C2=O)cc1 (centres undefined)	2.0	0	0.2	4.3	1	-11	0	11	-1.1	-1
COc1ccc(-c2nnc(SC3CCOC3=O)n2C2CCCCC2)cc1OC (centres undefined)	-2.2	·	-0.1	-1.5	2	4	·	-4	0.3	7
O=S1(=O)N=C(Nc2ccc(N3CCOCC3)c(Cl)c2)c2ccccc21	-0.9	25	0.3	5.0	0	-8	4	8	0.4	76
CSc1nc(C(=O)N2CCc3c([nH]c4ccccc34)C2c2ccccn2)cs1 (centres undefined)	3.1	-1	4.4	2.9	2	-39	-4	39	-0.3	-7
COC(=O)c1ccccc1-c1ccc(C=O)o1	-0.3	-2	0.2	5.5	-9	9	-3	-9	-1.1	5
CCOc1ccc(N2CC(C(=O)Nc3ncccc3C)CC2=O)cc1 (centres undefined)	-2.0	·	2.0	0.3	-6	·	0	·	-0.6	5
C=CCn1c(Cc2cccs2)nnc1SCC(=O)Nc1cccc(OC)c1	1.2	-9	1.0	0.1	8	28	-6	-28	0.1	-4
COc1cc(/C=C2\C(=O)NN(c3ccc(C)cc3)C2=O)cc([N+](=O)[O-])c1O	0.6	-3	4.1	8.4	-5	8	-2	-8	-0.3	-6
O=C(OC(C(=O)Nc1ccc([N+](=O)[O-])cc1Br)c1ccccc1)c1ccccc1 (centres undefined)	-2.3	0	-2.5	4.0	5	-7	1	7	-0.8	19
COc1ccc(C(=O)NNC(=O)C(=O)Nc2ccc(C)cc2)cc1	-7.7	-3	-5.3	-2.7	-7	15	1	-15	-1.7	2
COC(=O)c1ccc(CC(=O)c2nc3ccccc3s2)cc1	-1.6	21	-1.5	2.4	10	11	-4	-11	-0.3	21
COc1ccc(N2C(=O)CC(N3CCCCC3)C2=O)cc1 (centres undefined)	-0.1	11	-1.7	2.5	0	18	9	-18	-1.6	-9
Cc1ccc(CN2CCN(/N=C/C=C/c3ccccc3[N+](=O)[O-])CC2)cc1	0.3	-3	1.4	3.0	3	1	8	-1	-0.3	-17
CN(C)S(=O)(=O)c1ccc(C(=O)Nc2ccc(CCC(=O)N3CCCC3)cc2)cc1	·	·	·	2.0	0	-15	-3	15	0.1	0
CCOC(=O)N1CCN(C(=O)c2ccc(OCC)cc2)CC1	-3.4	0	0.3	3.9	9	-7	-3	7	-0.8	-7

3 entries already listed, arranged by count of non-hydrogen atoms, lowest first.
SMILES	E coli growth	Wnt bcat act	AddAB inh	phage Ecoli inh	Tat export inh	SR-BI uptake up	CAL PDZ FP-1	SR-BI DiI inh	CAL PDZ FP-2	MITF TRPM1 HTS
Cc1nc(-c2ccc3c(c2)OCO3)cs1	1.4	10	3.1	1.5	-2	14	-3	-14	-0.4	·
Cc1cc(S(=O)(=O)N2CCCCC2)ccc1OCC(=O)Nc1ccccc1	5.6	0	5.9	2.1	-2	-12	-2	12	-2.3	-4
CN(C)S(=O)(=O)c1ccc(C(=O)Nc2ccc(CCC(=O)N3CCCC3)cc2)cc1	·	·	·	2.0	0	-15	-3	15	0.1	0

Next records:
SMILES	E coli growth	Wnt bcat act	AddAB inh	phage Ecoli inh	Tat export inh	SR-BI uptake up	CAL PDZ FP-1	SR-BI DiI inh	CAL PDZ FP-2	MITF TRPM1 HTS
Cc1[nH]c2ccccc2c1/C=N/NC(=O)c1ccc(N)cc1	-1.7	3	-1.8	1.8	6	4	3	-4	0.8	-4
Cc1ccccc1C(=O)N1CCC(C(=O)NN2C(=O)NC3(CCC(C)CC3)C2=O)CC1 (centres undefined)	0.2	0	0.1	2.4	-6	5	·	-5	-0.5	-4
CCOc1ccc(NC(=O)CN(C)S(=O)(=O)c2ccc(-c3ccc(=O)[nH]n3)s2)cc1	-2.0	-2	3.0	1.0	-26	-3	-4	3	-3.4	4
CCCCOCCCNS(=O)(=O)c1ccccc1	-0.7	0	2.8	3.1	-1	18	-2	-18	-2.7	-6
CCc1ccc(/C=C2\Oc3ccc(C(=O)OC)cc3C2=O)cc1	-1.3	-1	5.0	4.1	-5	56	-2	-56	-3.2	15
Cc1ccc(S(=O)(=O)N(C)c2ccc(OCc3cccc(C)c3)cc2)cc1	-0.6	-2	1.8	3.0	2	4	-1	-4	-2.0	-9
O=C(CCNC(=O)c1ccccc1)Nc1nc2ccccc2s1	1.4	23	2.0	2.4	-1	16	·	-16	-1.4	36
